Source: PubChem
NPC1 promoter act – NPC1 promoter activation; 320,000 tested, 2.4% active; Potency, µM (highest dose often 9.22 µM), for the others: top-dose activation, hits mostly activators; Huh7 NPC1 promoter luciferase reporter, 24 h; AID 485313;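 also: potency is read from the fitted curve at half-maximal effect; % of control where 0% means no effect; nearly all actives have a fitted effect of over 60% in size; reporter is driven by a mutant NPC1 promoter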
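Huh7 reporter cells (NPC1 promoter driving luciferase) are dosed with compound for 24 h at 37 °C, 5% CO2; luciferase detection reagent is then added and luminescence measured after 10 min at ambient temperature.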
Menin MLL FP TR – inhibitors of human menin-MLL interaction, mutant MLL peptide; O00255; Menin + Texas Red MLL mutant peptide, fluorescence polarization; Potency, µM (highest dose often 61.6 µM), for inactives: top-dose FP activity change, negative = inhibition, usual class: inhibitors; 270,000 tested, 0.23% active; active = well fitted inhibition curve with a large enough effect in the polarisation, with a control signal flat, not every such curve was filed as active; inconclusive = small, poorly fitted or top-dose-only effect, or effect the other way, or a change in a side signal; inactive = no such curve, though single readings can be large or run the other way; the % refers to the polarisation; also: potency is read from the fitted curve at half-maximal effect; % of control where 0% means no effect; many of its hits are not listed in these tables
Target sequence (O00255 whole entry, looked up): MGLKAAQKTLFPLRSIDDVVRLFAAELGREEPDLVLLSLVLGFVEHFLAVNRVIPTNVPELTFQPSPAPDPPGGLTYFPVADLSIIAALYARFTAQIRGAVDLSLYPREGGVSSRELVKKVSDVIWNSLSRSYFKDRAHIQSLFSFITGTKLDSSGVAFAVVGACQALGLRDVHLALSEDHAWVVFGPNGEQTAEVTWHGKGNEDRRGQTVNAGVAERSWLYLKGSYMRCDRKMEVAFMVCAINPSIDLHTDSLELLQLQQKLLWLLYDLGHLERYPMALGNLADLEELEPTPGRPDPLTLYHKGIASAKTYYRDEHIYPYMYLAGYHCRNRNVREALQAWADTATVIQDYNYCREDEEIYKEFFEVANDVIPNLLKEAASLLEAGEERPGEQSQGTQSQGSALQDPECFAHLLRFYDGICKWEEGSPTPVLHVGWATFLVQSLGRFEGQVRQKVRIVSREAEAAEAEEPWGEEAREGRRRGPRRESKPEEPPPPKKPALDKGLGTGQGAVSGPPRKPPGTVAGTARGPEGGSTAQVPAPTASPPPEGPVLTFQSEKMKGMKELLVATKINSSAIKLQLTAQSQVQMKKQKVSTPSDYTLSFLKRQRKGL
ELG1 DNA repair – ELG1-dependent DNA repair inhibition | HEK293T ELG1-luciferase reporter, luminescence, 16 h; DNA damage induced by 5-fluorouridine | Potency, µM (doses to about 46.1 µM), without a hit: at the highest dose activity change, negative = inhibition, hits mostly inhibitors | 330,000 tested, 2.3% active | AID 504467; also: potency is read from the fitted curve at half-maximal effect; % is scaled to controls: 0 for no effect and ±100 for the full control effect; nearly all actives have a fitted effect of over 55% in size
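DMSO vehicle served as the neutral condition. Each well held 2,000 cells given 5-fluorouridine plus compound; after 16 hr at 37 °C/5% CO2, ONE-Glo was added and luciferase measured 30 min later.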
Gal4-VP16 FLuc – counter-screen for ROR gamma inhibitors: Gal4-VP16 reporter. Potency, µM (highest dose often 53.6 µM), without a hit: at the top dose activity, negative = inhibition, most hits filed as inhibitors. Drosophila S2 Gal4-VP16 UAS-luciferase, luminescence, 20 h. AID 2546. 310,000 tested, 3.5% active;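 also: Gal4-VP16 expression switched on by copper sulfate through the metallothionein promoter; potency is read from the fitted curve at half-maximal effect; % is scaled to controls: 0 for no effect and ±100 for the full control effect; nearly all actives have a fitted effect of over 50% in size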
KCNH2 3.1 block – KCNH2 3.1 (human) potassium channel inhibition; activity change, % (tested at about 1.8 µM); 340,000 tested, 0.95% active; U2OS KCNH2 3.1, thallium flux FluxOr; stronger effect = lower value;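 active = maximum activity change below -70%; inconclusive = maximum activity change from -70% to -50%; inactive = maximum activity change above -50%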;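 also: thallium influx rate constant from kinetic fluorescence after stimulation buffer; % is scaled to controls: 0 for no effect and ±100 for the full control effect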
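Measured as rate of thallium-driven FluxOr signal in transduced U2OS cells carrying the 3.1 channel, read kinetically for 2 min upon stimulation; values are rate constants scaled to DMSO control wells.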
Rab9 promoter act – Rab9 promoter activation; Huh7 Rab9 promoter-luciferase reporter, luminescence, 24 h; Potency, µM (highest dose often 9.22 µM), inactives show top-dose activation, negative = inhibition, most hits filed as activators; 320,000 tested, 2.8% active; also: potency is read from the fitted curve at half-maximal effect; % of control where 0% means no effect; nearly all actives have a fitted effect of over 60% in size
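Huh7 cells stably carrying a Rab9 promoter-luciferase reporter, 1500 cells per well in OP-MEM I with 10% FBS, treated with compound 24 hours at 37C. Luciferase activity read by luminescence after 10 minutes with Amplite reagent.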
FLuc modulator – firefly luciferase modulation, counter-screen for miR-21 project; AID 588342; P08659; purified FLuc, Km substrates, luminescence inhibition; Potency, µM (top dose mostly 57.5 µM), for the others: top-dose activity change, negative = inhibition, hits mostly inhibitors; 360,000 tested, 6.9% active;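 also: potency is read from the fitted curve at half-maximal effect; plate controls were vehicle for no effect and reference inhibitor for full effect; nearly all actives have a fitted effect of over 55% in size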
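Purified P. pyralis luciferase (10nM final) with 10uM D-luciferin and 10uM ATP (Km levels) in 50mM Tris acetate pH 7.5, 10mM Mg acetate, 0.01% Tween-20, 0.05% BSA; qHTS 6-point titration, ~60 µM downward; luminescence read.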
MBNL1 CUG block – blocks human MBNL1 binding to CUG repeat RNA | 280,000 tested, 0.036% active | TR-FRET MBNL1-His/biotin-(CUG)12 binding, 665/545 ratio | Potency, µM (doses to about 57.5 µM), for inactives: top-dose activity change, negative = inhibition, actives largely listed as inhibitors; active = well fitted inhibition curve with a large enough effect in the signal ratio, with a control signal flat, not every such curve was filed as active; inconclusive = small, poorly fitted or top-dose-only effect, or effect the other way, or a change in a side signal; inactive = no such curve, though single readings can be large or run the other way; the % refers to the signal ratio; also: potency is read from the fitted curve at half-maximal effect; % is scaled to controls: 0 for no effect and ±100 for the full control effect
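TR-FRET between His-tagged MBNL1 and biotin-(CUG)12 RNA, detected with Tb anti-His antibody (0.055 ng/ul) and streptavidin-XL665 (5 nM), 60 min at room temperature. Compounds titrated 92 nM to 58 uM; 665/545 nm ratio normalized to buffer and complex controls.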
Mito fusion act – inhibitors of mitochondrial division or activators of mitochondrial fusion; S. cerevisiae fusion-defective mutant growth rescue, CellTiterGlo 48 h; Potency, µM (top dose mostly 46.1 µM), for inactives: at the highest dose growth rescue (activation), hits mostly activators; 320,000 tested, 0.23% active; AID 485298;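 also: potency is read from the fitted curve at half-maximal effect; % of control where 0% means no effect; nearly all actives have a fitted effect of over 45% in size; temperature-sensitive fusion mutants such as fzo1-1 at 37 °C on non-fermentable ethanol glycerol medium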
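Compounds are tested for their ability to restore growth of mitochondrial fusion-defective yeast strains at non-permissive 37C in YPEG medium over 48 hours. Viability is quantified by luciferase luminescence.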
PKM2 activator – PKM2 (human) enzyme activation; 260,000 tested, 0.34% active; P14618; purified PKM2, Kinase-Glo ATP luminescence, activation; response scale: 0% is enzyme alone, no compound; Potency, µM (highest dose often 57.5 µM), for the others: at the highest dose activation, hits mostly activators; AID 1631; also: potency is read from the fitted curve at half-maximal effect; % is scaled to controls: 0 for no effect and ±100 for the full control effect; nearly all actives have a fitted effect of over 55% in size
Target sequence (P14618 whole entry, looked up): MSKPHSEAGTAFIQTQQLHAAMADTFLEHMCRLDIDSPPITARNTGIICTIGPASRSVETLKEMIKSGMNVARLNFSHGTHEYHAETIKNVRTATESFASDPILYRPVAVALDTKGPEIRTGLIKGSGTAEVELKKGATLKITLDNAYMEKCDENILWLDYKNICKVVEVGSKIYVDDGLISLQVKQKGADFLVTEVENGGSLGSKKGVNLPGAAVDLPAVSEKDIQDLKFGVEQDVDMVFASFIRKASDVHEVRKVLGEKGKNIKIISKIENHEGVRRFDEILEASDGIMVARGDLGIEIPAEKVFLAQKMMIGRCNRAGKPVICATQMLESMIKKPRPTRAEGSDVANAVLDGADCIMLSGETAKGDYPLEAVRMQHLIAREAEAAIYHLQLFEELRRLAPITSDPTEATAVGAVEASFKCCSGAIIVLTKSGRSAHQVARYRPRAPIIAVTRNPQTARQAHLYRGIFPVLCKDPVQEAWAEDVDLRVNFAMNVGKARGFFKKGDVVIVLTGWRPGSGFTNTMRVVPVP
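Kinase-Glo luminescence reports ATP generated from ADP (0.1 mM) and PEP (0.5 mM) by purified hPK-M2 after 1 h at room temperature, pH 7.2 imidazole buffer; intermediate enzyme activity allows detecting inhibitors and activators.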
RORgamma inh – ROR gamma (mouse) transcription inhibition. Drosophila S2 Gal4-RORgamma UAS-luciferase reporter, 20 h. Potency, µM (titrated, usually from 53.6 µM), for inactives: at the highest dose activity change, negative = inhibition, actives largely listed as inhibitors. 310,000 tested, 5.4% active; also: potency is read from the fitted curve at half-maximal effect; % is scaled to controls: 0 for no effect and ±100 for the full control effect; nearly all actives have a fitted effect of over 60% in size
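Compounds are pin-transferred onto Drosophila Schneider cells expressing a copper-inducible Gal4–ROR gamma transactivation domain fusion. After 1 hr, copper sulfate is added to 700 uM final; luciferase is read 20 hr later.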
The depositor's hits bear a star; [ ] = remark or other dose. Unless noted, calls follow the shape of the dose curve; as a rule, active = well fitted curve in the direction sought with a large enough effect; inconclusive = small, poorly fitted or top-dose-only effect, or another doubt; inactive = no such curve, though single readings can be large; an effect the other way counts as inactive or inconclusive. Only part of the results is shown; count on the stated rates, not on these rows.

How did COc1ccc(CN2CCN(C(=O)c3ccco3)CC2)cc1OC do in these assays?
NPC1 promoter act: 1%; Menin MLL FP TR: -2%; ELG1 DNA repair: -6%; Gal4-VP16 FLuc: 6%; KCNH2 3.1 block: 32; Rab9 promoter act: -1%; FLuc modulator: -1%; MBNL1 CUG block: -6%; Mito fusion act: 0%; PKM2 activator: 0%; RORgamma inh: 3%

How did CCOC(=O)Cc1nnc(NC(=O)CSc2nncn2C)s1 do in these assays?
NPC1 promoter act: 0%; Menin MLL FP TR: 7%; ELG1 DNA repair: -4%; Gal4-VP16 FLuc: 8%; KCNH2 3.1 block: 3; Rab9 promoter act: 4%; FLuc modulator: 2%; MBNL1 CUG block: 2%; Mito fusion act: -1%; PKM2 activator: -1%; RORgamma inh: -7%

Results for CNc1nc(-c2ccc3c(c2)CCN3C(=O)c2ccc(F)cc2)cs1 ?
NPC1 promoter act: 25%; Menin MLL FP TR: -9%; ELG1 DNA repair: -15%; Gal4-VP16 FLuc: 25%; KCNH2 3.1 block: 15; Rab9 promoter act: inconclusive; FLuc modulator: 12µM*; MBNL1 CUG block: 14%; Mito fusion act: -1%; PKM2 activator: 0%; RORgamma inh: 13%

Results for O=C(CC1C(=O)NCCN1C1CCCC1)NCc1cccc(OC(F)(F)F)c1 (stereo unspecified) ?
NPC1 promoter act: 1%; Menin MLL FP TR: -16%; ELG1 DNA repair: 2%; Gal4-VP16 FLuc: -1%; KCNH2 3.1 block: 11; Rab9 promoter act: 2%; FLuc modulator: 5%; MBNL1 CUG block: 4%; Mito fusion act: -1%; PKM2 activator: -9%; RORgamma inh: 25%

Results for CN1C(=O)N(CC(=O)N2CCN(S(=O)(=O)/C=C/c3ccccc3)CC2)C(=O)C12CCCCC2 ?
NPC1 promoter act: 0%; ELG1 DNA repair: -2%; KCNH2 3.1 block: -17; Rab9 promoter act: -3%; FLuc modulator: 0%; Mito fusion act: 0%

Results for CCS(=O)(=O)NCCCc1ccccc1 ?
NPC1 promoter act: 3%; Menin MLL FP TR: -8%; ELG1 DNA repair: 0%; Gal4-VP16 FLuc: -14%; KCNH2 3.1 block: 12; Rab9 promoter act: 3%; FLuc modulator: -4%; MBNL1 CUG block: -7%; Mito fusion act: -3%; PKM2 activator: -7%; RORgamma inh: 1%

Results for Cc1ccc(S(=O)(=O)Nn2c(O)c(C=C3N=c4ccccc4=N3)sc2=S)cc1 ?
NPC1 promoter act: 0%; ELG1 DNA repair: 0%; Gal4-VP16 FLuc: -6%; KCNH2 3.1 block: 11; Rab9 promoter act: 2%; FLuc modulator: 17µM*; MBNL1 CUG block: inconclusive; Mito fusion act: 7%; PKM2 activator: 0%; RORgamma inh: 0%

What do the screens show for `Cc1cc(C)c(S(=O)(=O)N2CCCC(C(=O)NCCC3=CCCCC3)C2)c(C)c1` (stereo unspecified)?
NPC1 promoter act: -2%; Menin MLL FP TR: -17%; ELG1 DNA repair: inconclusive; Gal4-VP16 FLuc: -14%; KCNH2 3.1 block: -45; Rab9 promoter act: 3%; FLuc modulator: 3%; MBNL1 CUG block: 0%; Mito fusion act: -3%; PKM2 activator: 0%; RORgamma inh: 25%

How did COCCN(CCOC)C(=O)CN1C(=O)NC(Cc2c[nH]c3ccccc23)C1=O (stereo unspecified) do in these assays?
NPC1 promoter act: -2%; Menin MLL FP TR: 7%; ELG1 DNA repair: 14%; Gal4-VP16 FLuc: 5%; KCNH2 3.1 block: 12; Rab9 promoter act: -1%; FLuc modulator: 2%; MBNL1 CUG block: 0%; Mito fusion act: 1%; PKM2 activator: -2%; RORgamma inh: -12%

Results for CCCC(=O)Nc1cc(C)cn(Cc2c(F)cccc2Cl)c1=O ?
NPC1 promoter act: 2%; Menin MLL FP TR: 0%; ELG1 DNA repair: -27%; Gal4-VP16 FLuc: 9%; KCNH2 3.1 block: 10; Rab9 promoter act: 10%; FLuc modulator: -4%; MBNL1 CUG block: -5%; Mito fusion act: -1%; PKM2 activator: 1%; RORgamma inh: 0%

How did C=CCSc1n[nH]c(=O)n1-c1cccc(C(F)(F)F)c1 do in these assays?
NPC1 promoter act: -2%; ELG1 DNA repair: -8%; Gal4-VP16 FLuc: 2%; KCNH2 3.1 block: 0; Rab9 promoter act: 5%; FLuc modulator: -2%; Mito fusion act: 0%; PKM2 activator: -4%; RORgamma inh: -14%

How did O=C(/C=C/c1ccc(O)c(O)c1)OC1C(O)CC(OC(=O)/C=C/c2ccc(O)c(O)c2)(C(=O)O)CC1O (stereo unspecified) do in these assays?
NPC1 promoter act: -3%; Menin MLL FP TR: 11%; ELG1 DNA repair: 13%; Gal4-VP16 FLuc: -17%; KCNH2 3.1 block: 1; Rab9 promoter act: 0%; FLuc modulator: -4%; MBNL1 CUG block: -5%; Mito fusion act: 1%; PKM2 activator: inconclusive; RORgamma inh: -25%

What do the screens show for `O=c1oc2ccccc2c2[nH]ccc12`?
NPC1 promoter act: -6%; Menin MLL FP TR: -1%; ELG1 DNA repair: inconclusive; Gal4-VP16 FLuc: -20%; KCNH2 3.1 block: 10; Rab9 promoter act: -5%; FLuc modulator: -1%; MBNL1 CUG block: -2%; Mito fusion act: 6%; PKM2 activator: -3%; RORgamma inh: -1%

What do the screens show for `Cc1cccc(-n2nc3c(c2NC(=O)C2CC2)CS(=O)(=O)C3)c1C`?
NPC1 promoter act: 2%; Menin MLL FP TR: 5%; ELG1 DNA repair: 21%; Gal4-VP16 FLuc: -6%; KCNH2 3.1 block: -2; Rab9 promoter act: -3%; FLuc modulator: 2%; MBNL1 CUG block: 0%; Mito fusion act: -6%; PKM2 activator: -1%; RORgamma inh: 4%

What do the screens show for `O=C(C1CC1)N1N=C(c2ccccc2)CC1(O)C(F)(F)F` (stereo unspecified)?
NPC1 promoter act: -3%; Menin MLL FP TR: 0%; ELG1 DNA repair: inconclusive; Gal4-VP16 FLuc: -17%; KCNH2 3.1 block: 2; Rab9 promoter act: 0%; FLuc modulator: 0%; MBNL1 CUG block: -6%; Mito fusion act: 0%; PKM2 activator: 8%[11.5 µM]; RORgamma inh: -13%

How did CCn1c(N)c(Br)c(=O)[nH]c1=O do in these assays?
NPC1 promoter act: -1%; Menin MLL FP TR: 4%; ELG1 DNA repair: 18%; Gal4-VP16 FLuc: -5%; KCNH2 3.1 block: 2; Rab9 promoter act: 0%; FLuc modulator: -3%; MBNL1 CUG block: -4%; Mito fusion act: 6%; PKM2 activator: 4%; RORgamma inh: -12%

How did COC(=O)c1ccc(CSc2nc(N)cc(N)n2)cc1 do in these assays?
NPC1 promoter act: 26%; Menin MLL FP TR: 8%; ELG1 DNA repair: inconclusive; Gal4-VP16 FLuc: 8%; KCNH2 3.1 block: -8; Rab9 promoter act: 30%; FLuc modulator: inconclusive; MBNL1 CUG block: inconclusive; Mito fusion act: 8%; PKM2 activator: 0%; RORgamma inh: 40%

How did Nc1nc(NCc2ccc(Cl)cc2)nc(NCCO)c1[N+](=O)[O-] do in these assays?
NPC1 promoter act: -1%; ELG1 DNA repair: inconclusive; Gal4-VP16 FLuc: -4%; KCNH2 3.1 block: -3; Rab9 promoter act: -8%; FLuc modulator: 3%; MBNL1 CUG block: -3%; Mito fusion act: 14%; PKM2 activator: inconclusive; RORgamma inh: 33%

Results for Cc1cc(/C=C2/C(=O)N(C)C(=S)N2C)ccc1N1CCCC1 ?
NPC1 promoter act: inconclusive; Menin MLL FP TR: -17%; ELG1 DNA repair: inconclusive; Gal4-VP16 FLuc: -6%; Rab9 promoter act: inconclusive; FLuc modulator: 4.8µM*; MBNL1 CUG block: inconclusive; Mito fusion act: 4%; PKM2 activator: -8%; RORgamma inh: 13%

How did COc1ccccc1C1CC(c2cccc(NS(C)(=O)=O)c2)=NN1S(=O)(=O)c1ccccc1 (stereo unspecified) do in these assays?
NPC1 promoter act: -4%; Menin MLL FP TR: inconclusive; ELG1 DNA repair: inconclusive; KCNH2 3.1 block: -10; Rab9 promoter act: -1%; FLuc modulator: 0%; MBNL1 CUG block: 15%; Mito fusion act: -4%; PKM2 activator: 8%

Results for CC(=O)c1ccccc1NC(=O)COC(=O)/C=C/c1ccc(OC(F)F)cc1 ?
NPC1 promoter act: 3%; KCNH2 3.1 block: -2; Rab9 promoter act: -5%; FLuc modulator: 2%; Mito fusion act: -3%

How did O=C1c2ccccc2NC(c2ccc(Cl)cc2Cl)N1O (stereo unspecified) do in these assays?
NPC1 promoter act: -6%; Menin MLL FP TR: 5%; ELG1 DNA repair: -23%; Gal4-VP16 FLuc: 10µM*; KCNH2 3.1 block: 2; Rab9 promoter act: 1%; FLuc modulator: 1%; MBNL1 CUG block: 7%; Mito fusion act: 3%; PKM2 activator: -8%; RORgamma inh: 3.5µM*
